# Source: PubChem BioAssay (Emory University Molecular Libraries Screening Center)
# PGE2 EP2 inh: human EP2 receptor antagonists, primary screen, TR-FRET cAMP, C6 glioma cells; Prostaglandin E2 receptor EP2 subtype (Homo sapiens), P43116; C6 glioma cells expressing human EP2; cells stimulated with saturating PGE2; inhibition, % at 25 µM; hit rate 0.52% among 260,000; AID 1422, 2008;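 active = percent inhibition above 40 after rounding to a whole number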;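 note: rat C6 glioma host cells with rolipram phosphodiesterase inhibitor present; the protocol text gives 20 µM as final concentration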
# Target sequence (P43116 whole entry, looked up): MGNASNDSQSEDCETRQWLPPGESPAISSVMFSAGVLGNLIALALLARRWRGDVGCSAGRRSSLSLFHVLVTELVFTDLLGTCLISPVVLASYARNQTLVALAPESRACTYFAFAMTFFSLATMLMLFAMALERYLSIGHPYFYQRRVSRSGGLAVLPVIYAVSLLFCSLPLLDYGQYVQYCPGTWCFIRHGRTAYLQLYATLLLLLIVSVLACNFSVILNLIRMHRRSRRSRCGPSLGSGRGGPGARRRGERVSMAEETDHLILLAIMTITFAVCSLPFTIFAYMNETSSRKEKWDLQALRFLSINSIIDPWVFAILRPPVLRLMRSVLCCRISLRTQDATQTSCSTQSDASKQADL
# EP2 modulator: EP2 receptor modulators, cAMP readout, primary screen, cell-based, HTRF cAMP, PGE2 stimulation. EP2-expressing cells, cAMP HTRF FRET, PGE2 co-stimulation. induction, % at 25 µM. hit rate 0.83% among 260,000;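 active = compounds whose cAMP rise, as percent of the full-agonist control response, exceeds 60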;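 note: rat C6 glioma line stably carrying human EP2 under a CMV promoter; the protocol text gives 20 µM as final concentration; 100% = response of wells given 1 µM PGE2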
# Active calls of the source: *. The list is partial (hit frequency here may not be typical).
SMILES,PGE2 EP2 inh,EP2 modulator
Cc1ccccc1C1C2=C(CCCC2=O)N(C)C2=C1C(=O)CCC2,12.2,6.7
Cc1ccc(CNC(=O)c2cc3nc(-c4ccco4)cc(C(F)(F)F)n3n2)cc1,16.5,5.8
COCCn1c(SCC(=O)Nc2ccccc2)nnc1-c1ccoc1C,8.7,-9.8
CCn1c(C)[n+](CC(O)COc2ccccc2)c2ccccc21 (centres undefined),11.3,-6.0
CC(C)C(c1nnnn1Cc1ccco1)N1CCN(c2ccc(F)cc2)CC1 (centres undefined),12.1,-19.2
Cc1ccsc1CN1CCc2nc(N3CCC(C)CC3)[nH]c(=O)c2C1,6.2,-71.8
NC(=O)c1c(NC(=O)c2ccc3ccccc3c2)sc2c1CCCC2,11.7,-67.6
CC[N+]1(CCOc2ccc(C34CC5CC(CC(C5)C3)C4)cc2)CCCCC1,7.9,-22.4
COc1ccc(C2(NC(=O)c3ccc(=O)[nH]n3)CCCCC2)cc1,5.2,-21.5
CCN(CC)C(=O)c1sc(NC(=O)c2ccc(C)cc2)c(C(=O)OC)c1C,10.3,13.7
Cc1ccc(NC(=S)N(Cc2cccs2)Cc2cc3cc(C)c(C)cc3[nH]c2=O)cc1,8.0,-6.9
Cc1cc(C)c2cc(C#N)c(SCC(=O)Nc3ccccc3N3CCOCC3)nc2c1,17.1,46.6
Cc1ccc2oc(=O)n(CC(=O)NCC3CCN(C(C)C)CC3)c2c1,7.6,-34.0
Cc1cnc(NC(=O)CSc2nc3sc4c(c3c(=O)n2C)CCCC4)s1,9.9,-87.5
CCc1c(O)nc(SCC(=O)Nc2cccc(F)c2)[nH]c1=O,11.0,13.1
CCCC(c1nnnn1C1CCCC1)N1CCN(c2cc(C)ccc2C)CC1 (centres undefined),6.1,-14.0
CCc1cccc(CC)c1NS(=O)(=O)c1cccs1,9.2,36.3
CCC(c1nnnn1C(C)(C)CC)N1CCN(Cc2ccc3c(c2)OCO3)CC1 (centres undefined),5.3,-16.9
C[C@@H](Cn1nnc2ccccc21)NC(=O)Cc1c[nH]c2ccccc12,6.5,-80.4
Oc1ccc(-c2nc3cnccn3c2NCC2CCCO2)cc1O (centres undefined),15.8,-39.6
Cn1c(=O)c2c(cn3ccc4ccccc4c23)n(C)c1=O,14.6,-7.8
COCCn1c(=O)n(CC(=O)NCc2cccc(OC)c2)c2cccnc21,2.6,-58.3
O=C1c2ccccc2C(=O)c2c1ccc(C(=O)O)c2-c1ccc2ccccc2c1,13.4,-13.7
Cc1ccc(C)c2[nH]c(=O)c(CN(CC3CCCO3)C(=S)NCCc3ccccc3)cc12 (centres undefined),8.5,36.9
O=C(CSc1nc2ccccc2n1Cc1c(F)cccc1Cl)N1CCOCC1,11.4,7.2
Cc1ccc(C)c2[nH]c(=O)c(CN(Cc3cccnc3)C(=S)NC3CCCCC3)cc12,15.5,23.5
CCOc1ccc(NC(=O)CSc2nnc(-c3ccoc3C)n2Cc2ccco2)cc1,8.0,52.3
COc1cccc(-c2cc(=O)c3ccc(OC)cc3o2)c1,11.5,4.8
COc1ccc(NC(=O)C2CCN(C(=O)c3ccccc3C)CC2)cc1Cl,10.8,-0.6
O=C(Cn1nc(-c2cccs2)n(-c2cccnc2)c1=O)N1CCCC1,5.2,-36.5
CCOc1ccc2[nH]c(=O)c(CN(CCO)C(=O)c3ccc(OC)cc3)cc2c1,7.0,-35.8
C=CCNC(=O)CCSc1nc(-c2ccco2)cc(C(F)(F)F)n1,9.9,-31.7
Cc1cc(CN2CCC(C)CC2)cc(C)c1O,20.9,-17.5
COc1ccc(CN2CCc3c(nc(N4CCC(C)CC4)[nH]c3=O)C2)cc1,2.3,-8.5
CCCC(c1nnnn1Cc1ccc(OC)cc1)N1CCN(C(=O)c2ccco2)CC1 (centres undefined),8.7,-27.7
CC(C)(C)NCc1nc(-c2ccc(Cl)cc2)no1,8.8,-22.7
O=C(Nc1cccc(F)c1)c1cc2ccccc2o1,11.1,-99.6
CN1CCc2cc(NC(=O)Nc3cccnc3)ccc21,14.6,-15.0
O=S1(=O)OC(c2ccc(O)cc2)(c2ccc(O)cc2)c2ccccc21,95.7*,-32.3
Cc1ccc(C)c(NC(=S)N(CCO)Cc2cc3c(C)cc(C)cc3[nH]c2=O)c1,16.8,-51.7
Cc1ccc2c(c1)c1nnc(SCC(=O)NC3CC3)nc1n2CC(=O)O,10.2,22.8
CCN(CC)C(=O)c1ccc2nc(N)sc2c1,14.1,5.4
CN(C)CCCN1CC23C=CC(O2)C(C(=O)O)C3C1=O (centres undefined),21.0,-13.3
CCOc1ccccc1-n1c(SCC(=O)NC(C)CC)nnc1-c1ccccn1 (centres undefined),13.3,-13.8
COc1ccc(C(C(=O)NC2CCCC2)N(C(=O)c2ccn[nH]2)c2ccccc2F)cc1OC (centres undefined),5.3,5.8
Cc1cc2cc3c(cc2n2c(SCC(=O)N4CCC(C)CC4)nnc12)OCO3,8.4,-23.8
CCCc1nnc(NC(=O)C2c3ccccc3Oc3ccccc32)s1,10.5,33.3
CC1CC(C)CN(C(=O)Cn2nc3n(C)c4ccccc4n3c2=O)C1 (centres undefined),5.8,-16.6
CCC(C)(C)n1nnnc1C(C(C)C)N(CCO)Cc1cc2c(C)cc(C)cc2[nH]c1=O (centres undefined),5.3,-41.9
CCOc1ccc(C2C3=C(CCCC3=O)NC3=C2C(=O)CCC3)cc1C(=O)O,7.1,5.5
c1ccc2cc(NCNc3ccc4ccccc4c3)ccc2c1,17.2,-30.2
Cc1ccc2[nH]c3nc(SCC(=O)Nc4sc(C)c(C)c4C#N)nnc3c2c1,24.0,-74.4
CCC(C(=O)NC(C)c1nc(-c2cccnc2)n[nH]1)c1ccccc1 (centres undefined),3.8,0.8
CCOc1ccccc1/C=C(\C#N)C(N)=O,13.0,-12.6
COCCCNC(=O)c1c(NC(=O)c2ccc(Cl)cc2Cl)sc2c1CCCC2,4.1,-26.6
COc1cc(OC)cc(OCC(O)Cn2c(C(C)C)nc3ccccc32)c1 (centres undefined),5.1,20.6
O=C(NCCc1nc(-c2ccc(Cl)cc2)n[nH]1)c1cccnc1,3.5,-21.1
CC1CCCC(C)N1C(=O)c1cc(-c2ccccc2Cl)on1 (centres undefined),8.0,-45.8
COc1ccc(-c2c(C#N)c(N)nc3c2CCCC3C)cc1 (centres undefined),17.3,10.0
CC1CCN(c2ncccc2C(=O)N2CCCC2)CC1,7.9,23.3
# New compounds follow
SMILES,PGE2 EP2 inh,EP2 modulator
COc1ccc2c(c1)OC1(CCN(CC(O)c3cc(C)sc3C)CC1)CC2O (centres undefined),9.2,-38.2
COc1ccc(Cl)cc1NC(=O)CSc1nnc(-c2ccncc2)n1-c1cccc(Cl)c1,5.4,-33.2
Cc1nc(O)c(Cc2c(O)nc(C)[nH]c2=O)c(=O)[nH]1,4.4,-18.2
O=C(NCC1CCN(c2ccc(S(=O)(=O)N3CCOCC3)cc2)CC1)C1CCCCC1,5.9,-31.1
CCn1c(SCC(=O)Nc2cccc(Cl)c2C)nnc1-c1ccco1,10.6,-5.2
O=C(NC1(c2cccc(F)c2)CCCC1)c1ccc(-n2cnnc2)cc1Cl,0.9,-68.1
CC1(C)C[C@@H]2C(=O)CC[C@H]3O[C@]3(C)CC[C@H]21,7.8,28.6
CS(=O)(=O)N(CC(=O)N1CCCCC1)c1cccc(Cl)c1Cl,9.9,-4.8
Cn1c(SCC(=O)Nc2ccc3c(c2)OCCO3)nnc1-c1cccs1,11.0,-28.0
CN(C)CCN(Cc1ccncc1)Cc1ccc2c3ccccc3n(C)c2c1,9.3,-80.7
COc1ccc(S(=O)(=O)N2CCC(C(=O)N(Cc3cccs3)C3CC3)CC2)cc1Cl,14.3,-21.4
C#CCN1CCc2cc(OC)c(OC)cc2C1C (centres undefined),10.0,-13.9
Cn1c(=O)c2c([nH]c(=O)n2Cc2c(F)cccc2Cl)n(C)c1=O,5.3,5.9
CCOc1ccc(NC(=O)CSc2nnc(-c3ccc(OC)cc3)n2CC)cc1,1.7,21.0
COc1cc(-c2nnc(-c3cccs3)o2)ccc1OCc1ccccc1,9.2,0.8

# Complete entries from above. Order of values: PGE2 EP2 inh | EP2 modulator
# Cc1nc(O)c(Cc2c(O)nc(C)[nH]c2=O)c(=O)[nH]1 across the screens: 4.4 | -18.2
# CC1(C)C[C@@H]2C(=O)CC[C@H]3O[C@]3(C)CC[C@H]21 across the screens: 7.8 | 28.6
# CS(=O)(=O)N(CC(=O)N1CCCCC1)c1cccc(Cl)c1Cl across the screens: 9.9 | -4.8
# CCn1c(SCC(=O)Nc2cccc(Cl)c2C)nnc1-c1ccco1 across the screens: 10.6 | -5.2
# COc1ccc(Cl)cc1NC(=O)CSc1nnc(-c2ccncc2)n1-c1cccc(Cl)c1 across the screens: 5.4 | -33.2

# Following part
SMILES,PGE2 EP2 inh,EP2 modulator
CC(C)N1CCC(N(C)C(=O)Cn2c(-c3cccs3)cc3cccnc32)CC1,7.9,-12.1
COc1ccc2cc(CN(CCCO)C(=S)NCCCN(C)C)c(=O)[nH]c2c1,4.9,-5.3
COc1ccc(NC(=O)CSc2nnc(CNc3nc(-c4ccccc4)cs3)n2C)cc1,6.9,-20.1
Cc1n(CC(O)COc2ccc(C(C)C)cc2)c2ccccc2[n+]1C (centres undefined),2.2,-217.5
CC(C)NC(=O)C1CCN(C(=O)Nc2cccc(Cl)c2)CC1,8.8,-3.2
CCn1nnc(NC(=O)c2ccc(Cl)cc2Cl)n1,16.2,-30.4
Cc1cc2c(cc3c(=O)n(CC(=O)N(Cc4cccnc4)C4CC4)nc(C)n32)o1,7.8,6.8
Cc1nnc2sc(-c3ccccc3N)nn12,6.8,-21.0
CCN(CC)CCN1C(=O)C(=O)/C(=C(\O)c2cc(C)ccc2C)C1c1ccncc1 (centres undefined),10.4,7.4
CC1CCCCN1C(=O)CSc1nc(-c2cccs2)cc(C(F)(F)F)n1 (centres undefined),14.2,-40.1
O=S(=O)(O)c1ccc2c(N=Nc3cccc4ccccc34)c(O)c(S(=O)(=O)O)cc2c1,56.8*,-16.7
CCc1ccc2[nH]c(=O)c(CN(Cc3ccc(F)cc3)Cc3nnnn3C(C)(C)C)cc2c1,7.8,62.5*
O=c1[nH]c(=O)c2sc3nc(C4CC4)cc(C(F)(F)F)c3c2[nH]1,13.4,16.3
Cn1c(SCC(=O)NC2CCCC2)nnc1-c1ccco1,5.9,6.1
COc1ccc(C(=O)Nc2nc3c(s2)C(=O)CC(C)(C)C3)c(OC)c1,6.5,-43.4
Cc1cccc(NC(=O)CSc2nnnn2-c2ccc3c(c2)OCO3)c1,7.9,-55.5
Cn1ccc2cc(NS(=O)(=O)c3ccc4[nH]c(=O)[nH]c(=O)c4c3)ccc21,9.7,-88.6
Cc1cc(C(=O)c2ccc(Cl)cc2)c(N)s1,9.0,40.1
Cc1ccc(CN(CCCN2CCOCC2)Cc2cncn2C)o1,10.1,15.3
CCOc1ccccc1NC(=O)C1CCCN(c2c3c(nc4ncnn24)CCC3)C1 (centres undefined),6.9,7.0
CCn1nnc(NC(=O)COc2ccc(Br)cc2)n1,6.4,-21.6
COc1cc(CN2C[C@@H]3CCCN3C[C@H]2Cc2ccccc2)cc(OC)c1OC,7.0,0.1
COc1cccc(CNC(=O)CN2C(=O)N3CCN=C3c3ccccc32)c1,8.6,-23.6
CCn1c(SCC(=O)Nc2cccc(C)c2)nnc1-c1cccs1,9.7,-26.0
CCCC(c1nnnn1CCc1ccc(OC)c(OC)c1)N1CCN(C)CC1 (centres undefined),5.5,7.3
CCC(NC(=O)c1c(-c2ccncc2)noc1C)c1ccc(F)cc1 (centres undefined),7.3,-30.6
CCC(=O)c1c(O)cc(O)cc1O,8.8,2.4
COc1ccc(N(C(=O)Cn2nnc3ccccc32)C(C(=O)NC2CCCC2)c2cccs2)cc1 (centres undefined),8.6,1.9
COc1cc(C)c(-c2nc(NC(=O)C3(C)CCCO3)sc2C)cc1C (centres undefined),3.5,-18.6
COc1ccc(C(=O)N2CCc3c(nc(C)[nH]c3=O)C2)cc1Cn1cccn1,13.1,3.5

# An excerpt from above in order of heavy-atom count, falling.
SMILES,PGE2 EP2 inh,EP2 modulator
COc1ccc(N(C(=O)Cn2nnc3ccccc32)C(C(=O)NC2CCCC2)c2cccs2)cc1 (centres undefined),8.6,1.9
CCOc1ccccc1NC(=O)C1CCCN(c2c3c(nc4ncnn24)CCC3)C1 (centres undefined),6.9,7.0
Cn1ccc2cc(NS(=O)(=O)c3ccc4[nH]c(=O)[nH]c(=O)c4c3)ccc21,9.7,-88.6
CCn1c(SCC(=O)Nc2cccc(C)c2)nnc1-c1cccs1,9.7,-26.0
CCC(=O)c1c(O)cc(O)cc1O,8.8,2.4

# Next part:
SMILES,PGE2 EP2 inh,EP2 modulator
CC1(C)Oc2ccc(C(=O)NC3CCCCC3)cc2N(CC(=O)NC2CCCCC2)C1=O,7.8,12.2
Cc1ccc(-n2nnnc2SCC(=O)Nc2cccc3ccccc23)cc1,11.5,-97.8
CCN1CCN(CCC(=O)Nc2cccc(C)c2)CC1,15.2,-13.7
CCOc1ccc2[nH]c3c(c2c1)CN(Cc1cnc(CCOC)nc1)CC3,5.7,-19.1
Cc1ccc2cc(C#N)c(SCCN3CCCCC3)nc2c1,16.6,6.0
O=C(Nc1ccc(Oc2cccnc2)cc1)C1CCCN1 (centres undefined),11.4,4.0
Cc1ccc2[nH]c3nc(SCC(=O)Nc4cccc(C)c4C)nnc3c2c1,11.0,-13.5
O=C(COC(=O)c1ccccn1)Nc1ccc(Cl)cc1Cl,5.1,-69.5
C=CCNC(=O)Cn1nc(-c2cc(C)oc2C)cc(N)c1=O,5.4,-44.0
CCN1CCCC1CNc1c(Cc2ccccc2)c(C)nc2ncnn12 (centres undefined),6.0,-10.2
Cc1cccc2cc(CN(Cc3cccs3)C(=O)c3ccccc3)c(=O)[nH]c12,21.0,21.2

# Retrieved one by one from the list above (2):
SMILES,PGE2 EP2 inh,EP2 modulator
Cc1cccc2cc(CN(Cc3cccs3)C(=O)c3ccccc3)c(=O)[nH]c12,21.0,21.2
Cc1ccc2cc(C#N)c(SCCN3CCCCC3)nc2c1,16.6,6.0
